# Source: PubChem BioAssay
# Giardia killer: Giardia lamblia killing. Giardia lamblia trophozoite viability. activity change, % at 7.66 µM, hits read low. AID 540267. actives 0.15% (n = 340,000); in the data active means activity change below about -80%; inconclusive means between about -30% and that limit;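 further: parasites exposed to compound for two days anaerobically before the ATP read; on the % scale 0 is the no-effect control and ±100 the full control effect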
#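 Trophozoites 100 cells/well + cpd; 48 hrs, 37 deg C, anaerobic. ATPLite 1-Step added, 15-30 min RT, luminescence read (ATP-based viability).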
# BCR signal inh: chronic active BCR signaling inhibition; Potency, µM (top dose mostly 46.1 µM), for inactives: at the highest dose ratio change, negative = lower green/red ratio, most hits filed as inhibitors; ABC-DLBCL IkBa-CBG/CBR reporter, luminescence ratio, 4 h; actives 0.05% (n = 340,000); active means well fitted inhibition curve with a large enough effect in the signal ratio, with a control signal flat, not every such curve was filed as active; inconclusive means small, poorly fitted or top-dose-only effect, or effect the other way, or a change in a side signal; the % refers to the signal ratio;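 further: potency means the concentration at half of the fitted maximal effect; plate controls were basal doxycycline-induced cells for no effect and cells given 10 µM MG132 for full effect; MG132 reads +100%, hits lower the ratio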
#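 Concentration-response series (up to 46 uM) were applied to TMD8 dual-reporter cells for 4 h at 37C with doxycycline. Green/red ratio, after filter-overlap correction, defined %Activity; red signal alone was normalised to basal cells and zero luminescence.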
# KCNH2 WT inh: KCNH2 (human, wildtype) channel inhibition. activity change, % at 1.84 µM. AID 720551. U2OS, BacMam KCNH2, thallium flux FluxOr; stronger effect = lower value. actives 0.37% (n = 340,000);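 active means maximum activity change below -70%; inconclusive means maximum activity change between -70% and -50%; inactive means maximum activity change above -50%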; further: on the % scale 0 is the no-effect control and ±100 the full control effect
# Target sequence (Q12809 whole entry, looked up): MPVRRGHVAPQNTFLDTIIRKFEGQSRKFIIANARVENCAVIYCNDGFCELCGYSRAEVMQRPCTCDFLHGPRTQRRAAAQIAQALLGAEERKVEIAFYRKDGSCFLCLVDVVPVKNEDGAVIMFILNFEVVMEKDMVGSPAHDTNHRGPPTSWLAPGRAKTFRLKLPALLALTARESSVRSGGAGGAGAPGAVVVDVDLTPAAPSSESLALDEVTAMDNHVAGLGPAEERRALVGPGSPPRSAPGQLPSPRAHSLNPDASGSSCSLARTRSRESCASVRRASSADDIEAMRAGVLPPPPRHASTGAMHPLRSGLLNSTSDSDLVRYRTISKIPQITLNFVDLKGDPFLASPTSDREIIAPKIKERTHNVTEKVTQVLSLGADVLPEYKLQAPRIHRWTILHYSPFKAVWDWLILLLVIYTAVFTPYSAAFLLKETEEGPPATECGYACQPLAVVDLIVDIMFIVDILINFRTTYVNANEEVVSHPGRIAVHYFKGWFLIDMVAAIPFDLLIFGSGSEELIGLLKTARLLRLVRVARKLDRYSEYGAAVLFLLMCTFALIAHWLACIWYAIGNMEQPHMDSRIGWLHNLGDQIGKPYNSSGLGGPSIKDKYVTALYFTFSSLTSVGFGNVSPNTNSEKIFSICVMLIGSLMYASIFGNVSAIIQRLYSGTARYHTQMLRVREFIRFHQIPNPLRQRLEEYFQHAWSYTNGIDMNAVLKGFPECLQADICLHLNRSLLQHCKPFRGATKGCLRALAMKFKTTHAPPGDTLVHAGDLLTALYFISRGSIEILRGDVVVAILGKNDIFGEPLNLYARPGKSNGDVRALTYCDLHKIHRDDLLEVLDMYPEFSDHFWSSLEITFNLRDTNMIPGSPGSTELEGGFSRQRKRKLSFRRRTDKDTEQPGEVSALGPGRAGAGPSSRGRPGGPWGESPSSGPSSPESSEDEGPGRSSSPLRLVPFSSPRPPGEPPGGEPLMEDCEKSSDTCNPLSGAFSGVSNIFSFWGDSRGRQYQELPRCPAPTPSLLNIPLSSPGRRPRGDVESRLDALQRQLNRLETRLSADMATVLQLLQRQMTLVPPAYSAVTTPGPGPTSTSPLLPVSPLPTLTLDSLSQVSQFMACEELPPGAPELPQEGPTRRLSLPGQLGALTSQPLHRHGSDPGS
#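 U2OS cells were transduced with wild-type KCNH2 virus (2.03 x 10^8 / mL) for 4 h at room temperature, then cultured overnight at 37 C. Thallium flux was read with FluxOr dye. Rate constants were normalized to DMSO controls.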
# A-T KAP1 phos: potential ataxia-telangiectasia treatments restoring KAP-1 phosphorylation | […] A-T fibroblasts, KAP-1 phosphorylation AlphaLISA; neocarzinostatin DNA damage 30 min before lysis | Potency, µM (top dose mostly 57.5 µM), for inactives: top-dose activation, hits mostly activators | AID 485349 | actives 0.19% (n = 320,000); further: potency means the concentration at half of the fitted maximal effect; % of control where 0% means no effect; nearly all actives have a fitted effect of over 45% in size
#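 ATM-like activity read as KAP-1 phosphorylation via AlphaLISA donor/acceptor antibody pairs after lysis and 6 hr at 25C. Cells were ATM-null patient fibroblasts ([…], hTERT), dosed 60 min, then exposed to the DSB inducer NCS for 30 min.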
# GALK inh: blocks human galactokinase activity. P51570. AID 1868. Potency, µM (series often up to 57.5 µM), without a hit: at the top dose activity change, negative = inhibition, most hits filed as inhibitors. Purified GALK, Kinase-Glo residual ATP luminescence. actives 0.007% (n = 270,000); further: potency means the concentration at half of the fitted maximal effect; on the % scale 0 is the no-effect control and ±100 the full control effect
#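 Quantitative HTS: GALK 5 nM, ATP 35 uM, galactose 100 uM, 1 h room temperature, then luciferase-based ATP detection.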
# CXXC DNA block: MLL CXXC-DNA interaction inhibition; Q03164; MLL-CXXC / FITC-HOXA9 DNA fluorescence polarization; Potency, µM (highest dose often 115 µM), for the others: top-dose activity change, negative = inhibition, actives largely listed as inhibitors; actives 0.037% (n = 290,000); AID 2662; active means well fitted inhibition curve with a large enough effect in the polarisation, with a control signal flat, not every such curve was filed as active; inconclusive means small, poorly fitted or top-dose-only effect, or effect the other way, or a change in a side signal; inactive means no such curve, though single readings can be large or run the other way; the % refers to the polarisation; further: potency means the concentration at half of the fitted maximal effect
#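 Steps: dispense CXXC domain solution (7 uM) → pin compounds or unlabeled HOX-A9 DNA control → 5 min ambient → add FLSN-HOX-A9 solution (50 nM) → spin → 30 min ambient → fluorescence polarization. Tris pH 7.5/NaCl/DTT/BSA buffer.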
# FBPA coupling cs: counter-screen for Giardia aldolase inhibitors: coupling enzyme system. coupling enzyme system counterscreen, AmpLite Red fluorescence. activity change, negative = inhibition, % at 58.2 µM, hits read low. actives 0.67% (n = 290,000); in the data active means activity change below about -30%; further: on the % scale 0 is the no-effect control and ±100 the full control effect
#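 Counterscreen of the coupled detection system alone, without aldolase: glyceraldehyde-3-phosphate coupling enzymes plus AmpLite Red readout. Compounds at 57.5 uM final, 10 min RT preincubation, 20 min RT reaction, fluorescence 525/598 nm.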
# TSHR antagonist: blocks TSH signaling through the human TSH receptor; TSHR-expressing cells, TSH-stimulated cAMP HTRF, 2 h; stronger effect = lower value; P16473; AID 504810; activity change, negative = inhibition, % at 11.5 µM; actives 0.2% (n = 330,000);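 active means activity change below a set negative limit, meaning inhibition stronger than a set level, cut at about -70% in these data; inconclusive means activity change between two set negative limits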; further: on the % scale 0 is the no-effect control and ±100 the full control effect
#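 Cell-based HTRF cAMP assay; TSHR cells + compound, TSH EC80 (4nM final), 2 h, 37 deg C. Lysis with anti-cAMP cryptate and cAMP-d2, 30 min RT, read 665/620 nm.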
# TCR activator: activates T cell receptor signaling | Potency, µM (top dose mostly 9.22 µM), for the others: at the top dose activation of IL-2 secretion, usual class: activators | 330,000 tested, under 10 active | primary human leukocytes, anti-CD3, IL-2 HTRF, 48 h | AID 504894; further: % of control where 0% means no effect
#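 Primary human leukocytes incubated 48 hr with anti-CD3 beads plus compound, without co-stimulation. Secreted IL-2 measured by HTRF (europium cryptate/d2 anti-IL-2 pair, 320 nm excitation, 665 nm emission).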
# Tb PFK inh: T. brucei PFK enzyme inhibition; T. brucei PFK, ADP-Glo luminescence; AID 485367; O15648; Potency, µM (top dose mostly 57.5 µM), inactives show at the highest dose activity, negative = inhibition, most hits filed as inhibitors; actives 0.17% (n = 330,000);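 further: potency means the concentration at half of the fitted maximal effect; 0% = uninhibited 1x PFK enzyme wells and -100% = no-enzyme wells; nearly all actives have a fitted effect of over 60% in size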
#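 PFK 1.25 nM, F6P 0.5 mM, ATP 0.1 mM, 0.1 M TEA pH 8.0, 5 mM MgCl2, 0.01% Tween20, 0.1% BSA; 45 min RT. ADP-Glo readout. qHTS titration up to 57 uM; curves fitted, compounds curve-classed.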
# An asterisk follows results filed as active; ? = inconclusive; nt = not tested or not shown; [ ] = dose if it differs, or a comment. Unless noted, the call rests on the fitted dose curve; in most records, active means well fitted curve in the direction sought with a large enough effect; inconclusive means small, poorly fitted or top-dose-only effect, or another doubt; inactive means no such curve, though single readings can be large; an effect the other way counts as inactive or inconclusive.
SMILES,Giardia killer,BCR signal inh,KCNH2 WT inh,A-T KAP1 phos,GALK inh,CXXC DNA block,FBPA coupling cs,TSHR antagonist,TCR activator,Tb PFK inh
CC(CCc1ccccc1)NC(=O)COC(=O)C12CC3CC(CC(Br)(C3)C1)C2 (configuration not stated),-13,3%,15,1%,0%,3%,0,?,3%[46.1 µM],-4%
Cc1[nH]c2ccccc2c1C(=O)CSc1ccc(F)cc1,-1,?,5,14%,2%,6%,-1,-2,3%[46.1 µM],0%
COc1ccc(Cl)cc1-c1nc(SCC(=O)NC2CCS(=O)(=O)C2)n[nH]1 (configuration not stated),-1,-2%,-20,2%,nt,nt,nt,-5,nt,-3%
COc1cc(C(=O)NCCNC(=O)c2cc(OC)c(C)c(OC)c2)cc(OC)c1C,-14,1%,7,-4%,-1%,31%[activator],0,-13,-1%,0%
NC(=S)N/N=C/c1coc2ccc(Br)cc2c1=O,-18,?,-1,2%,nt,-1%,-1,-14,4%,-4%
CC1=C(c2ccccc2)SC2=NCCN21,-22,0%,3,0%,nt,-1%,1,-3,4%,1%
O=S(=O)(CC(O)COc1ccc(Br)cc1)c1ccccc1 (configuration not stated),-29,-1%,3,9%,1%,22%,2,-1,0%,1%
Cc1[nH]c2ccc(F)cc2c1CCN(Cc1ccncc1)C(=S)Nc1ccc(F)cc1,?,?,0,2%,0%,24%,0,10,-7%,-15%
CCN1C(=O)[C@H]2[C@@H](c3ccc(-c4ccc(F)cc4)c(OC)c3)N[C@@](Cc3ccccc3)(C(=O)OC)[C@H]2C1=O,12,-1%,1,-4%,nt,nt,nt,2,1%,3%
Cc1cc(C)n2nc(C(=O)N3CCCC(N4CCN(c5ccccc5C)CC4)C3)cc2n1 (configuration not stated),8,?,-26,6%,5%,-7%,3,-13,2%,0%
O=C(COC(=O)CCNS(=O)(=O)c1cccs1)Nc1cc(C(F)(F)F)ccc1Cl,18,?,4,9%,nt,nt,nt,-17,0%,2%
CCC(C)(CC(=O)N(C)CCC#N)c1ccccc1 (configuration not stated),-4,5%,-1,9%,3%,6%,1,-1,-2%,-3%
COc1ccc(NC(=O)C(=O)N/N=C/c2cccnc2)c(OC)c1,-11,?,11,-2%,2%,-4%,4,-3,12%,19%
CCOC(=O)Cn1cnc2sc3c(c2c1=O)CCC3,0,-3%,8,-1%,0%,-3%,1,0,-4%,-3%
O=C(OCC1OC(n2cc(Br)c(=O)[nH]c2=O)C(Br)C1O)c1ccccc1 (configuration not stated),-3,-15%,4,1%,0%,2%,-1,0,2%,3%
CCOc1ccccc1NC(=O)COC(=O)CN(C)S(=O)(=O)c1ccc(C)cc1,-4,-3%,3,nt,1%,-1%,6,17,3%[46.1 µM],?
CC(=O)c1cccc(N2C(=O)C3C(C(=O)Nc4cc(C)on4)C4(C)C=CC3(O4)C2C(=O)NC(C)(C)C)c1 (configuration not stated),-10,-13%,2,2%,4%,15%,-4,7,4%,0%
CCCn1nnc(NC(=O)c2ccc3c(c2)OCO3)n1,-8,?,-3,-3%,-2%,-2%,-1,-1,-6%,3%
O=c1oc2c3c4c(cc2s1)CCCN4CCC3,-12,?,3,nt,-1%,-10%,0,-10,0%,?
CN(C)C(=O)CN1CCN(C(=O)CCl)CC1,1,-5%,1,0%,6%,7%,1,-6,7%,-2%
Cc1ccccc1C(=O)NC(=S)N(Cc1ccccc1)c1ccccn1,-8,-2%,-2,6%,nt,nt,nt,nt,-1%,2%
COc1cc(Cl)c(C)cc1NC(=O)COC(=O)C1=COCCO1,-3,-6%,-6,-8%,nt,nt,nt,-2,-4%,0%
CCCOc1ccc(/C=C2\SC(N)=NC2=O)cc1OC,-12,-27%,-3,9%,-1%,34%[activator],1,-13,4%,1%
CCc1c(C)nc2cc(-c3ccc(OC)c(OC)c3)nn2c1NCC1CC1,-18,?,6,3%,1%,5%,-14,-35,2%,8%
CCOC(=O)Cc1csc(NC(=O)c2ccc(Cl)nc2)n1,11,1%,-26,-7%,-5%,4%,-3,-7,-2%,3%
COC(=O)C(NC(=O)c1ccco1)(Nc1ccc(Br)cn1)C(F)(F)F (configuration not stated),-11,-7%,7,6%,0%,-6%,-2,-9,4%,1%
CC(C)=NOc1nc(N2CCOCC2)nc(N2CCOCC2)n1,8,-6%,5,-7%,1%,2%,-3,-4,2%,2%
CCC/C(O)=C1\C(=O)CCCC1=NCCc1ccc(OCC)c(OCC)c1,-12,-1%,3,4%,-3%,10%,-1,1,-1%,2%
O=C(O)CC/C(=N\NC(=O)CNC(=O)/C=C/c1ccccc1)c1ccccc1,-13,1%,4,-2%,4%,-7%,5,-5,0%,1%
O=C(Nc1cccc(F)c1)C1CCCN(S(=O)(=O)c2cccc3cccnc23)C1 (configuration not stated),9,2%,-15,-11%,-9%,3%,nt,-9,-4%,5%
N#C/C(=C\c1ccccc1)c1ccccn1,22,2%,-14,0%,-2%,1%,2,-4,4%,2%
CCOc1ccc(CCNC(=O)CCS(=O)(=O)c2ccc(C)cc2)cc1OCC,-11,-2%,6,-9%,-3%,?,1,5,0%,7%
Cc1ncc(CO)c(CO)c1O,-11,5%,-9,0%,nt,nt,1,nt,-5%,-1%
COCCCNC(=O)c1cccc2c(=O)c(C)c(-c3ccccc3)oc12,26,-3%,3,-6%,0%,-2%,7,10,-8%[46.1 µM],-10%
O=C1CCC(C(=O)N2CCSCC2)CN1Cc1ccc(Cl)cc1 (configuration not stated),20,-6%,-9,8%,7%,8%,2,-1,4%,1%
COc1cccc(C(=O)Nc2nc3ccc(S(C)(=O)=O)cc3s2)c1,6,?,2,-1%,1%,2%,-5,-8,-9%,0%
CCOc1ccccc1N1CC(C(=O)N2CCc3ccccc32)CC1=O (configuration not stated),8,2%,2,0%,-1%,-7%,2,42,-3%,1%
O=S(=O)(c1ccccc1Br)N1CCC(O)(c2cccnc2)CC1,-24,-10%,3,-1%,2%,-3%,0,0,5%,5%
CCOC(=O)c1cn(CC)c2ccc(Br)cc2c1=O,11,-1%,9,1%,5%,-14%,3,-8,3%,-2%
CN(C)c1ccc(C(=O)c2ccccc2)cc1,-2,?,-15,2%,0%,20%,3,-6,0%,0%
Cc1ccc(-c2csc3nnc(SCc4csc(C)n4)n23)cc1,5,-9%,-2,-5%,-3%,18%,-1,14,nt,1%
CC(C)c1ccc(NC(=O)c2ccccc2NC(=O)C2CC=CCC2C(=O)O)cc1 (configuration not stated),9,2%,3,1%,-3%,1%,nt,-12,-6%,3%
CCOCCCn1c(NN)nc2ccccc2c1=O,7,0%,-5,3%,0%,8%,-3,-9,-5%,1%
CN(CC(=O)NNC(=O)CNC(=O)c1cccs1)S(=O)(=O)c1ccc(Cl)cc1,0,12%,-1,9%,nt,nt,nt,10,6%,0%
CCCNC(=O)c1ccc2c(=O)c(O)c(-c3ccsc3)[nH]c2c1,8,?,nt,-19%,-2%,35%[activator],0,-7,-6%,2%
O=C(/C=C/c1ccc(Cl)cc1)NC(=S)Nc1ccc(C(=O)O)cc1,7,?,-22,-2%,-4%,2%,-2,-19,3%,2%
Cc1ccc2c(c1)N(CCC(=O)NC1CCCCC1)C(=O)CO2,3,8%,9,2%,0%,?,-1,24,-3%,-2%
CCOC(=O)N1CCN(S(=O)(=O)c2ccc(OCC(=O)OC)c(Cl)c2)CC1,-17,1%,2,8%,4%,0%,-3,-12,8%,-2%
O=C(Nc1nc2ccsc2c(=O)s1)c1ccc(Cl)cc1,-10,7%,2,3%,0%,10%,1,-22,-4%,?
CC(C)c1ncc(S(=O)(=O)c2ccc(C(F)(F)F)cn2)c(N)n1,-22,-6%,1,1%,nt,29%,0,10,5%,1%
OCC1(Cc2ccccc2Cl)CCN(C/C=C/c2ccccc2)CC1,-23,-26%,35,4%,4%,4%,8,2,3%,-6%
Cc1ccccc1-c1nn(-c2ccc(F)cc2F)cc1CNCC(C)O (configuration not stated),-23,-4%,4,3%[11.5 µM],-1%,6%,3,-4,6%,3%
CC(C)CC1NC(=O)N(CC(=O)N2CCCc3ccccc32)C1=O (configuration not stated),1,-3%,-1,7%,1%,4%,2,9,0%,7%
CC(C)(C)c1ccc(-c2nnc(SCC(=O)NCC3CCCO3)n2N)cc1 (configuration not stated),-6,0%,-2,-8%,nt,nt,nt,1,1%,1%
Cc1c(C)n2c(SCC(=O)NC3CCCCC3)nnc2[nH]c1=O,-2,4%,-4,8%,nt,nt,nt,-5,-4%,-2%
Cc1ccc(CN2[C@@H](c3ccccc3)COCCS2(=O)=O)cc1,-13,11%,-2,35%,nt,1%,-2,15,-4%,2%
NC(=O)CN1CCN(C(=O)Nc2ccccc2)CC1,3,8%,1,-3%,0%,8%,1,9,2%,0%
